Compound activity: PubChem BioAssay, several laboratories
CCHF vOTU inh: CCHFV vOTU protease inhibition; Pep-AMC fluorescence; inhibition, % at 11.5 µM; 370,000 tested, 0.55% active; in the data active means inhibition above about 30%; further: 0% = vehicle wells with enzyme and 100% = no enzyme wells
DUSP3 inh: DUSP3 (human) phosphatase inhibition; 290,000 tested, 0.52% active; recombinant VHR phosphatase, pNPP absorbance; inhibition, % at 13.3 µM; in the data active means inhibition above about 50%; further: some compounds called inactive have numbers as strong as hits
Rv3671c inh: Rv3671c (M. tuberculosis) protease inhibition | inhibition, % at 5.96 µM | 320,000 tested, 0.048% active; in the data active means inhibition above about 38%;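 further: extracellular domain of Rv3671c used as enzyme; 0% = enzyme with DMSO and 100% = no enzyme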
BH1578 lux ind: induces V. cholerae light production without autoinducers | V. cholerae BH1578 lux reporter, luminescence, 6 h | activation, % at 18.7 µM | 350,000 tested, 0.16% active | AID 588436; in the data active means activation mostly above about 9.7%, no sharp cut-off; further: not every result past the cut was called active; inactives centre near 0; reference of the scale not given here
TcdB inh: inhibitors of Clostridioides difficile toxin B glycohydrolase | TcdB glycohydrolase enzymatic assay, plate reader | inhibition, % at 9.99 µM | AID 652162 | P18177 | 350,000 tested, 0.24% active; in the data active means inhibition above about 10%
Target sequence (P18177 whole entry, looked up): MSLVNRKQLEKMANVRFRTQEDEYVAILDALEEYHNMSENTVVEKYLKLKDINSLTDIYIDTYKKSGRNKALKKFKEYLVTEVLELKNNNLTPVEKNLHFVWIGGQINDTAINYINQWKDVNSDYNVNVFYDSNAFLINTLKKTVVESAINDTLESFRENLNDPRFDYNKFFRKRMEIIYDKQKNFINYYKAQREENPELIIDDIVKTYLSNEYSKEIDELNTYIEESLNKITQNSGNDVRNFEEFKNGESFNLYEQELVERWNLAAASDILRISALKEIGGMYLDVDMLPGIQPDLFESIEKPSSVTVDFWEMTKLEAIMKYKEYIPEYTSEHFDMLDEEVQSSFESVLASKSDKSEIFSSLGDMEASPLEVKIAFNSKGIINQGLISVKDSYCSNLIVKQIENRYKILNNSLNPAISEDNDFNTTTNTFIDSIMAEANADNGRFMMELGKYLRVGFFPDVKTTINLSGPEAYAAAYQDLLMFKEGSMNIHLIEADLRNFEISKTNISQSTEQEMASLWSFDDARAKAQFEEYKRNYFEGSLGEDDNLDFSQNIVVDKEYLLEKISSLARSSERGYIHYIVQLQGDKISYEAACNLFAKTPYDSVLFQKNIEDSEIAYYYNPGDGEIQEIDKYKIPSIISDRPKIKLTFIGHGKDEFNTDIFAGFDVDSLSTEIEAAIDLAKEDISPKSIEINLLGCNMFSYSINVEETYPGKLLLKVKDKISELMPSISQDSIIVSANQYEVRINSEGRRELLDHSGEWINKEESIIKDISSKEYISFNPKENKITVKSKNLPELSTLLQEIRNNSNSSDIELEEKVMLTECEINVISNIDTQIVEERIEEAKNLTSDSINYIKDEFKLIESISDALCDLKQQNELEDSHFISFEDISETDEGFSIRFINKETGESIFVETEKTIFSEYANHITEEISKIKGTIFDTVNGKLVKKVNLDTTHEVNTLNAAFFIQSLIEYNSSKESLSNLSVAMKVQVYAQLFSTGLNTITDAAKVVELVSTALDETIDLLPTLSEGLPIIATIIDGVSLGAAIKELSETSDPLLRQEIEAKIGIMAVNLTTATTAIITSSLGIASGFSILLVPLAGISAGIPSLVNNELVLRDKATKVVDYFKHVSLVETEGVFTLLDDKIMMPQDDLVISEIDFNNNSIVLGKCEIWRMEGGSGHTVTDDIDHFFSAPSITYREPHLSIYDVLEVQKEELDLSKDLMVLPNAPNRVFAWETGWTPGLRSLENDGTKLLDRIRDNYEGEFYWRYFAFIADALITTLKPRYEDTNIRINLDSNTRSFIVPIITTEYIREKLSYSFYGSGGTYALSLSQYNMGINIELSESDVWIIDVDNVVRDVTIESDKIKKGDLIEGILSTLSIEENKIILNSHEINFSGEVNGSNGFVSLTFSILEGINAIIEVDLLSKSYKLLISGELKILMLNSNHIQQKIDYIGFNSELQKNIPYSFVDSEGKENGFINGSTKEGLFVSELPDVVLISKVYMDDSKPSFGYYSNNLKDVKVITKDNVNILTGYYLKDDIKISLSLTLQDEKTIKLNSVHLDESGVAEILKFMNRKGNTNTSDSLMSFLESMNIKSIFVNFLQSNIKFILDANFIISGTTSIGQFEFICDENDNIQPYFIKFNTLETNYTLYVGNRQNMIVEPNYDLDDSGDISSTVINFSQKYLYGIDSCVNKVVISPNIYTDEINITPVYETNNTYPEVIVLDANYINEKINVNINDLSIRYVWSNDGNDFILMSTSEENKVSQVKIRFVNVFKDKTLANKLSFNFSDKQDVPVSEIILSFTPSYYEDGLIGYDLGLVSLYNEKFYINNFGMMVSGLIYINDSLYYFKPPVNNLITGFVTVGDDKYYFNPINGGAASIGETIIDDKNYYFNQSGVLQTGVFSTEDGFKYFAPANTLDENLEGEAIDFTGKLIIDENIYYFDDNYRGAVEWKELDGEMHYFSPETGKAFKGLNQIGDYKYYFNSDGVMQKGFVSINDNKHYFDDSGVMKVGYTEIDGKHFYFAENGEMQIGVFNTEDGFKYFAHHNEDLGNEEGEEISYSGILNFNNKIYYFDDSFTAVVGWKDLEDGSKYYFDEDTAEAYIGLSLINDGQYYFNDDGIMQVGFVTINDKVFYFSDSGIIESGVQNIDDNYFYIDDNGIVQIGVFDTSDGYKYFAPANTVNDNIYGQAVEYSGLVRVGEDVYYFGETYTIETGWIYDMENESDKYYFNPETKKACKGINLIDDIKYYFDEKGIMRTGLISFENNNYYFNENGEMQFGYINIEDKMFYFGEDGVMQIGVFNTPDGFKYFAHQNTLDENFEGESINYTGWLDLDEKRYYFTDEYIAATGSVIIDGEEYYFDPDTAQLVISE
3CLpro inhibitor: SARS-CoV 3CLpro protease inhibition; P0C6X7; recombinant SARS-CoV 3CLpro, quenched FRET peptide cleavage; inhibition, % at 6 µM; 290,000 tested, 0.14% active; AID 1706; in the data active means inhibition above about 12%
PrPC surface inh: cell surface PrPC inhibition, primary TR-FRET screen; P04156; 370,000 tested, 0.43% active; inhibition, % at 13.8 µM; TR-FRET read-out; in the data active means inhibition above about 24%; further: 0% = median of the test wells and 100% = reference compound wells
MazF activator: activators of E. coli MazEF toxin-antitoxin RNase. P0AE70. FAM/BHQ RNA-DNA oligo cleavage fluorescence, 5 h. activation, % at 20 µM. 350,000 tested, 0.32% active; in the data active means activation above about 50%
PriA SSB inh: K. pneumoniae PriA-SSBct interaction inhibition; AID 1272365; inhibition, % at 33 µM; 430,000 tested, 0.6% active; AlphaScreen SSBct-PriA binding, biotinylated peptide; in the data active means inhibition mostly above about 37%, no sharp cut-off; inactive means mostly below about 20%;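 further: plate controls were negative control peptide for no effect and reference peptide for full effect; strong numbers were not always called active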
Yp Topo-I inh: Y. pestis Topo-I inhibition via cleavage products | 360,000 tested, 0.064% active | Y. pestis Topo-I cleavage product accumulation, plate reader | activity, % at 10 µM; in the data active means activity above about 50%, passing the limit was not always enough; further: inactives centre near 2
* hit, by the source's call; i = inactive; nt = not tested or not shown; & = joins results of further samples. Only part of the results is shown; count on the stated rates, not on these rows.

SMILES	CCHF vOTU inh	DUSP3 inh	Rv3671c inh	BH1578 lux ind	TcdB inh	3CLpro inhibitor	PrPC surface inh	MazF activator	PriA SSB inh	Yp Topo-I inh
CC1CCCCC1NC(=O)Cn1cccc1C(=O)c1ccccc1 (configuration not stated)	15	12	3	-0.3	1.8	-1	-1	-1	1	3
CCc1nc2ccc(C(=O)NCCc3ccccn3)cn2c1N(CCC(C)C)CCN(C)C	13	nt	nt	-0.3	0.1	nt	-6	nt	nt	3
CCN1CCN(c2ccc(N)c(C)c2)CC1	-9	7	-10	-0.2	-8.9	5	2	13	37	-30
CC1CN(C(=O)COC(=O)c2ccccc2O)CC(C)O1 (configuration not stated)	5	24	2	i	0.5	0	-4	-3	-2	-3
COc1ccc(CCNC(=O)CC2Oc3ccc(Cl)cc3NC2=O)cc1OC (configuration not stated)	-4	6	-10	0.0	-0.1	0	-3	13	-10	-1
CN1CCN(Cc2nc3ccccc3n2C)CC1	-1	26	-11	i	nt	-3	-4	3	4	1
CCc1nccn1Cc1cc(C=O)ccc1OC	-17	5	-4	i	1.0	3	-11	8	9	2
CCN(C(=O)COC(=O)c1cn(-c2ccccc2)nc1-c1ccccc1)C1CCS(=O)(=O)C1 (configuration not stated)	-1	18	5	-1.4	0.8	2	-2	3	9	15
Cc1nn(C)c(Cl)c1CN1CCN(CC(C)C)C(CCO)C1 (configuration not stated)	-1	31	5	-0.4	0.1	3	1	-4	-8	3
O=C1c2ccccc2C(Nc2ccccc2)N1c1ccc(Cl)cn1 (configuration not stated)	1	2	nt	-0.2	0.8	2	6	-1	-6	4
CCN1C(=O)/C(=C\c2ccc(-c3ccc([N+](=O)[O-])cc3OC)o2)SC1=Nc1cccc(C(=O)O)c1	17	4	nt	nt	0.7	-10	3	1	2	13
Nc1nnc(Cc2ccc(F)cc2)s1	7	5	5	-0.5	1.7	0	-7	-9	-7	-7

An excerpt from above in order of SMILES length, falling:
SMILES	CCHF vOTU inh	DUSP3 inh	Rv3671c inh	BH1578 lux ind	TcdB inh	3CLpro inhibitor	PrPC surface inh	MazF activator	PriA SSB inh	Yp Topo-I inh
CCN(C(=O)COC(=O)c1cn(-c2ccccc2)nc1-c1ccccc1)C1CCS(=O)(=O)C1 (configuration not stated)	-1	18	5	-1.4	0.8	2	-2	3	9	15
CN1CCN(Cc2nc3ccccc3n2C)CC1	-1	26	-11	i	nt	-3	-4	3	4	1
Nc1nnc(Cc2ccc(F)cc2)s1	7	5	5	-0.5	1.7	0	-7	-9	-7	-7

(cont.)
SMILES	CCHF vOTU inh	DUSP3 inh	Rv3671c inh	BH1578 lux ind	TcdB inh	3CLpro inhibitor	PrPC surface inh	MazF activator	PriA SSB inh	Yp Topo-I inh
Cc1c(C(=O)NCc2cccc(Cl)c2)sc(=O)n1Cc1cccc(F)c1	5	nt	nt	-0.5	-0.1	nt	-3	nt	nt	23
Cc1sc(NC(=S)NC(=O)C2CCCCC2)c(C(N)=O)c1C	-10	-6	-4	i	nt	3	1	7	-9	3
Cc1nn(Cc2ccc(C(=O)NN)o2)c(C)c1Cl	1	-3	-3	-1.3	-6.3	3	8	-2	-3	-4
COC(=O)c1ccccc1NC(=S)N(Cc1ccc2c(c1)OCO2)Cc1cc2cc(OC)ccc2[nH]c1=O	-6	7	-56	-0.2	nt	-4	8	-5	3	-2
O=[N+]([O-])c1ccccc1/C=N/NC1=NS(=O)(=O)c2ccccc21	8	-7	7	-0.2	1.3	5	-3	0	nt	3
Cc1ccc(NC(=O)C(OC(=O)c2ccccc2Cl)c2ccccc2)cc1Cl (configuration not stated)	0	11	-191	-0.2	nt	3	11	12	-5	-12
Cc1cccc(NC(=O)CN(C)S(=O)(=O)c2cnc[nH]2)c1	14	16	2	i	nt	2	-3	-18	-1	-1
CC(O)CN(C)CC/C=C1/c2ccccc2CSc2ccccc21 (configuration not stated)	-7	-2	2	-0.4	nt	-1	2	9	15	4
CN(Cc1ccco1)C(=O)c1cccc(S(=O)(=O)N2CCN(Cc3ccccc3)CC2)c1	34*	nt	nt	i	-1.8	nt	-8	10	nt	15
CCOP(=O)(NC(c1ccccc1)c1nc2ccccc2[nH]c1=O)OCC (configuration not stated)	-16	32	0	i	0.6	-1	7	7	10	5
O=C(c1ccco1)N1CCN(C2CC(=O)N(c3ccc(C(F)(F)F)cc3)C2=O)CC1 (configuration not stated)	11	24	-12	-0.5	0.7	5	-2	-11	-12	4
C=CCN(CC=C)CCOc1cccc2ccccc12	-1	-5	1	-0.4	0.3	0	4	-2	-53	20
CC(C)N(CCCNC(=O)c1ccc(N2CCCC2=O)cc1)Cc1ccccc1	11	-1	-11	-0.5	1.6	4	-4	6	0	5
CCn1c(C)nc2cc(C(=O)NNS(=O)(=O)c3ccc(C)cc3C)ccc21	-10	21	-10	-0.7	nt	4	1	-1	-9	-6
CCc1c(C)sc(NC(=O)CSc2nc3c(c(C(F)(F)F)n2)CCc2ccccc2-3)c1C#N	3	-5	6	-0.2	nt	-1	-2	-3	-4	5
COc1ccc(CNc2ccncc2)c(OC)c1OC	-9	nt	nt	-0.9	1.3	nt	2	1	5	3
CCOc1ccccc1C(=O)Nc1cc(OC)ccc1OC	3	23	-15	-0.2	nt	-1	4	-1	-17	-3
CCOC(=O)Cc1nnc(NC(=O)C(CC)Sc2nc(C)cc(C)n2)s1 (configuration not stated)	-4	29	-3	-0.2	-0.1	-1	-2	2	6	-6
O=C(Oc1ccc(Br)cc1)C1CC(=O)N(c2ccc(F)cc2)C1 (configuration not stated)	-8	2	-2	i	-0.4	1	1	-2	-8	10
COc1ccc2[nH]c(C)c(CN3CCCCC3)c(=O)c2c1	-17	-5	4	-0.1	1.2	nt	-8	-1	-14	3
CCOc1ccc(CC(=O)Nc2c(C(N)=O)oc3ccc(Br)cc23)cc1OCC	1	17	3	-0.2	1.2	-6	-10	1	-16	6
CCCN(CCC)CC(=O)N1CC(=O)Nc2ccccc21	-11	1	-1	-0.6	1.5	4	1	8	-9	-3
Cn1c(SCC(=O)NCc2ccc3c(c2)OCO3)nnc1-c1cc2ccccc2cc1O	-5	44	-5	nt	nt	2	0	6	-2	30
CC(=O)N1CCN(c2ccc(NC(=O)c3ccc(C)c([N+](=O)[O-])c3)cc2)CC1	7	4	5	i	0.4	2	-19	-2	-13	4
Cc1ccc(C(=O)NCC(=O)OCC(=O)NCC(F)(F)F)cc1	-6	33	-6	-0.3	2.0	3	6	-1	-6	12
COc1ccccc1NC(=O)N1CCCC(c2nc3c(nnn3Cc3ccc(C)cc3)c(=O)[nH]2)C1 (configuration not stated)	nt	-16	4	-0.2	0.0	4	nt	-9	-5	10
Cc1ccc(CNCC2CCCO2)s1 (configuration not stated)	-9	7	16	i	nt	2	8	-4	-5	-8
CCOC(=O)C1=C(CC)Nc2ccccc2N=C1NC(=O)Nc1ccccc1OC	-26	6	2	-3.1	nt	-6	-4	9	4	0
COc1ccccc1-c1nnc2n1N=C(C)CS2	1	28	10	-1.0	nt	2	5	5	-9	2
COc1cc(NC(=O)c2ccccc2)c(OC)cc1NC(=O)CN1CCN(c2ccccn2)CC1	13	3	9	3.6	nt	-2	-7	4	-10	26
Cc1cccc(C(=O)NCC(=O)N2CCN(S(=O)(=O)/C=C/c3ccccc3)CC2)c1	7	nt	-4	0.6	-1.7	nt	-3	3	-3	10
COc1cc(S(=O)(=O)N(Cc2ccc(C)cc2)Cc2ccco2)ccc1-n1cnnn1	-3	0	-2	7.1	nt	-1	11	-51	-4	2
O=C(c1cc([N+](=O)[O-])cc([N+](=O)[O-])c1)N1CCN(C(=O)c2ccco2)CC1	-5	25	0	-0.5	-1.5	0	-22	9	27&0	2
COc1ccccc1NS(=O)(=O)c1cccc(C(=O)N2CCCC2)c1	6	nt	1	-0.5	-0.5	nt	-7	0	-7	0
COc1cccc2c1SCc1ccccc1C2CC(N)=O (configuration not stated)	-2	nt	-4	-0.3	1.5	nt	-4	3	-7	-2
Cc1cc(C)n(CCNC(=O)C2CCC(=O)N(Cc3ccc(Cl)cc3)C2)n1 (configuration not stated)	8	2	-3	-0.3	-0.2	-4	-3	4	-9	-4
COc1ccc(NC(=O)c2ccco2)c(NC(=O)c2ccc([N+](=O)[O-])cc2)c1	-5	14	4	4.2	1.1	-4	-12	-2	-3	0
O=C(N/N=C\c1ccc[nH]1)c1cncc(Br)c1	1	1	8	-5.6	-0.6	0	-7	5	nt	-2
N#Cc1nc(Cc2ccccc2)oc1N1CCC(Cc2ccccc2)CC1	9	7	-14	-5.9	nt	1	-11	-6	50*	31
Cc1ccc(N2CC(=O)N(c3ccc(C)cc3)CC2=O)cc1	-12	29	-1	-0.3	0.9	-2	-1	9	-11	1
c1nc(NCc2ccc3c(c2)OCO3)c2cc(-c3ccc4c(c3)OCCO4)ccc2n1	-6	nt	-52	0.8	1.8	nt	-1	-26	1	1
Cc1ccc(C(=O)NCC(=O)OCC(=O)Nc2ccc(Cl)cc2C(F)(F)F)cc1C	12	-1	-3	i	-0.1	0	3	4	2	24
CCCCn1c(CNC(=O)C23CC4CC(CC(C4)C2)C3)nnc1SCC(=O)Nc1nnc(C)s1	2	15	-1	i	-0.1	-4	-4	-2	1	10
CCOC(=O)CC(SP1(=S)OCC2(CCCCO2)C(C2CCCCO2)O1)C(=O)OCC (configuration not stated)	17	nt	nt	i	-0.1	nt	-7	0	-5	46
O=S(=O)(Nc1ccccc1N1CCCCC1)c1cccs1	-5	6	7	i	0.7	3	-1	-6	-4	-5
CCCCNC(=O)N1CCc2ccccc2C1	-5	4	4	-0.3	-1.1	-2	-1	1	-20	-11
COCCCNC(=O)C(=O)N/N=C/c1ccc(OCC(=O)Nc2cccc(Cl)c2C)c(OC)c1	-11	1	1	1.4	nt	5	0	-34	nt	-9
COc1ccc(C(=O)CSc2nnc(-c3cc4ccccc4cc3O)n2Cc2ccco2)cc1	2	-13	-30	i	nt	1	-6	5	-3	-7
Cc1cc(/C=C(\C#N)C(=O)NC2CCCCCC2)c(C)[nH]1	5	3	-19	2.6	nt	1	3	1	-9	-4
COCCN(C(=O)c1snc(C(N)=O)c1N)C(C(=O)NC1CCCCC1)c1ccc(N(C)C)cc1 (configuration not stated)	-6	17	0	0.0	-1.8	1	4	12	4	5
CCS(=O)(=O)CCSc1nc(C)cc(C)n1	-6	18	2	nt	nt	-4	-4	-13	-11	32
N/C(Cc1ccc([N+](=O)[O-])cc1)=N\OC(=O)COc1ccc2ccccc2c1	14	19	-10	i	0.8	3	1	-8	i	3
Cc1ccc(S(=O)(=O)N(C)c2ccc(OC(=O)CN3C(=O)NC4(CCCC4)C3=O)cc2)cc1	7	nt	-9	i	0.0	nt	-8	2	0	16
COc1cc(CN2C(=S)NC(C)(C)CC2(C)O)cc(OC)c1 (configuration not stated)	-17	4	6	i	-1.0	3	13	1	-4	1
Cc1ccc([N+](=O)[O-])cc1NC(=O)CN1CCCCC1	4	26	-2	i	nt	3	-11	8	-9	3
O=C(Nc1ccc(Cl)cc1)N1CCC(CO)(Cc2ccccc2)CC1	8	16	-4	i	1.2	4	18	-1	-14	-1
Cc1cc(OCC(=O)OCC(=O)c2ccc[nH]2)ccc1Cl	8	nt	nt	-0.7	-1.0	nt	-3	-1	-8	19
COc1cccc(C2=NOC(C(=O)NCc3cccs3)C2)c1 (configuration not stated)	-2	29	0	i	nt	3	3	-4	-12	2
CC(C)[C@H](NC(=O)OCc1ccccc1)C(=O)OCC(=O)Nc1c(F)cccc1F	-21	19	5	0.7	nt	0	1	5	-22	9
O=C(NCc1ccc(OC(F)(F)F)cc1)C1CC2Cn3c(nc4ccccc43)C2N1Cc1ccccc1 (configuration not stated)	18	25	0	-0.9	0.8	-7	-2	1	3	33
CN(C)CCN(Cc1ccccc1)S(=O)(=O)c1ccc2c(c1)n(C)c(=O)c(=O)n2C	-5	8	12	-0.2	0.9	-9	-1	5	10	0
COCCn1c(SCC(=O)Nc2ccc3c(c2)OCCO3)nnc1C(C)C	-6	7	3	0.4	1.3	-3	6	-7	-16	-10
